# Source: PubChem (National Center for Advancing Translational Sciences (NCATS))
# Rab9 prom act – activators of Rab9 promoter; Huh7 Rab9 promoter-luciferase reporter, luminescence, 24 h; Potency, µM (series often up to 9.22 µM), for inactives: at the top dose activation, negative = inhibition, actives largely listed as activators; AID 485297; 320,000 compounds, 2.8% hits; also: % of control where 0% means no effect; nearly all actives have a fitted effect of over 60% in size
#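 Luminescence read-out: Huh7 cells stably expressing Rab9-luciferase, treated 24 h with compound at 37 °C, then lysed with luciferase reagent for 10 min at ambient before reading.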
# uPA surface inh – cell surface uPA generation inhibition. 330,000 compounds, 0.31% hits. Potency, µM (titrated, usually from 38.3 µM), without a hit: at the highest dose activity change, negative = inhibition, hits mostly inhibitors. AID 540303. cell surface uPA generation assay, qHTS; active = well fitted inhibition curve with a large enough effect; inconclusive = small, poorly fitted or top-dose-only effect; inactive = no such curve, though single readings can be large or run the other way; tested in mouse RAW 264.7 cells; also: % is scaled to controls: 0 for no effect and ±100 for the full control effect; nearly all actives have a fitted effect of over 55% in size
# p53 reactivation – re-activators of mutant p53 | AID 504706 | Potency, µM (top dose mostly 92.2 µM), for the others: top-dose activity change, positive = activation, usual class: activators | 320,000 compounds, 0.063% hits | H1299 p53-A138V BP100-luciferase reporter, luminescence, 24 h; also: % of control where 0% means no effect; nearly all actives have a fitted effect of over 45% in size
#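 p53-null H1299 cells stably carrying temperature-sensitive p53-A138V and a BP100-luciferase reporter were pinned with compounds (4-point, 1:5 series) and held 24 hrs at 37 deg C. Luminescence was read 10 min after detection reagent.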
# RORgamma inh – inhibitors of mouse ROR gamma transcriptional activity. Potency, µM (series often up to 53.6 µM), for the others: top-dose activity change, negative = inhibition, hits mostly inhibitors. 310,000 compounds, 5.4% hits. Drosophila S2 Gal4-RORgamma UAS-luciferase reporter, 20 h; also: % is scaled to controls: 0 for no effect and ±100 for the full control effect; nearly all actives have a fitted effect of over 60% in size
# Target sequence (P51450 whole entry, looked up, the tested form may be a part): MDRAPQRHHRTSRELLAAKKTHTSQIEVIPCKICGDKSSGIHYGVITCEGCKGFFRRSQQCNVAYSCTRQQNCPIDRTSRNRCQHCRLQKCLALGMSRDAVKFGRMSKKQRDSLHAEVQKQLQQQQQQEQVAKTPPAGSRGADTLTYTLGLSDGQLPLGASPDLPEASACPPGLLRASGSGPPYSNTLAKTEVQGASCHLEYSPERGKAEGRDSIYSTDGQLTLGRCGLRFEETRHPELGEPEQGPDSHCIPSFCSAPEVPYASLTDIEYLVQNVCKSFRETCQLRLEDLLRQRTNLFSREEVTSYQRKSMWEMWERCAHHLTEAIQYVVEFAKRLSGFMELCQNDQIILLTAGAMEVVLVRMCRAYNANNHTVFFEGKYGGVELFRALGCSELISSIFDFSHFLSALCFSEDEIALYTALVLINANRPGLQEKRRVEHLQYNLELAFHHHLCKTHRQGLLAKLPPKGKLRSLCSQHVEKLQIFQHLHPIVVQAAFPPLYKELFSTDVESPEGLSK
#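 ROR gamma transcriptional activity was tracked as Gal4-UAS luciferase output in stably transfected Drosophila Schneider cells, with compound added 1 hr before 700 uM copper sulfate induction and a 20 hr ambient-temperature incubation.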
# FLuc modulator – firefly luciferase modulation, counter-screen for miR-21 project; P08659; purified FLuc, Km substrates, luminescence inhibition; Potency, µM (series often up to 57.5 µM), without a hit: top-dose activity change, negative = inhibition, usual class: inhibitors; 360,000 compounds, 6.9% hits; AID 588342;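 also: plate controls were vehicle for no effect and reference inhibitor for full effect; nearly all actives have a fitted effect of over 55% in size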
#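 Biochemical qHTS of compounds, final roughly 60 µM downward over six points, against 10 nM purified firefly luciferase using Km concentrations of substrates (10 uM D-luciferin, 10 uM ATP) in Tris acetate pH 7.5 buffer; luminescence output.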
# ELG1 genotox – induces genotoxicity in HEK293T cells with luciferase-tagged ELG1; HEK293T ELG1-luciferase reporter, luminescence, 16 h; Potency, µM (titrated, usually from 46 µM), without a hit: at the top dose activity change, positive = activation, usual class: activators; 330,000 compounds, 1.3% hits; also: % of control where 0% means no effect; nearly all actives have a fitted effect of over 60% in size
#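 Cells (2,000/well) expressing the ELG1-luciferase fusion are dosed by pin tool and kept 16 hr at 37 °C, 5% CO2. Signal comes from ONE-Glo luciferase reagent after 30 min at room temperature.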
# MBNL1 CUG block – blocks human MBNL1 binding to CUG repeat RNA; AID 2675; 280,000 compounds, 0.036% hits; TR-FRET MBNL1-His/biotin-(CUG)12 binding, 665/545 ratio; Potency, µM (highest dose often 57.5 µM), inactives show at the highest dose activity change, negative = inhibition, hits mostly inhibitors; active = well fitted inhibition curve with a large enough effect in the signal ratio, with a control signal flat, not every such curve was filed as active; inconclusive = small, poorly fitted or top-dose-only effect, or effect the other way, or a change in a side signal; inactive = no such curve, though single readings can be large or run the other way; the % refers to the signal ratio; also: % is scaled to controls: 0 for no effect and ±100 for the full control effect
# Target sequence (Q9NR56 whole entry, looked up): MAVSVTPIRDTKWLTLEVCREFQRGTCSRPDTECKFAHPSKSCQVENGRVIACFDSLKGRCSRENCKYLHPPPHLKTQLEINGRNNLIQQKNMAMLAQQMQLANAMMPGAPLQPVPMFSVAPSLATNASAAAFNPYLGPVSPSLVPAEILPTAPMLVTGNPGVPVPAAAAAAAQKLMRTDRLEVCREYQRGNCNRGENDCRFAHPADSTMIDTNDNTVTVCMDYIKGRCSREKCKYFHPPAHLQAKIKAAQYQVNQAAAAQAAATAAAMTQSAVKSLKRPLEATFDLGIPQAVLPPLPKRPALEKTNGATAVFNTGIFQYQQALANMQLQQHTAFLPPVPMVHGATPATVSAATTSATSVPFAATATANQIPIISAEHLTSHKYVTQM
#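 TR-FRET between His-tagged MBNL1 and biotin-(CUG)12 RNA, detected with Tb anti-His antibody (0.055 ng/ul) and streptavidin-XL665 (5 nM), 60 min at room temperature. Compounds titrated 92 nM to 58 uM; 665/545 nm ratio normalized to buffer and complex controls.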
# NPC1 prom act – activators of NPC1 promoter; AID 485313; 320,000 compounds, 2.4% hits; Huh7 NPC1 promoter luciferase reporter, 24 h; Potency, µM (doses to about 9.22 µM), for inactives: at the top dose activation, actives largely listed as activators;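 also: % of control where 0% means no effect; nearly all actives have a fitted effect of over 60% in size; reporter is driven by a mutant NPC1 promoter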
#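 Huh7 reporter cells (NPC1 promoter driving luciferase) are dosed with compound for 24 h at 37 °C, 5% CO2; luciferase detection reagent is then added and luminescence measured after 10 min at ambient temperature.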
# Gal4-VP16 FLuc – Gal4-VP16 reporter inhibition counter-screen; 310,000 compounds, 3.5% hits; Drosophila S2 Gal4-VP16 UAS-luciferase, luminescence, 20 h; Potency, µM (doses to about 53.6 µM), for the others: at the top dose activity, negative = inhibition, usual class: inhibitors;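 also: Gal4-VP16 expression switched on by copper sulfate through the metallothionein promoter; % is scaled to controls: 0 for no effect and ±100 for the full control effect; nearly all actives have a fitted effect of over 50% in size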
# BRCA1 expr up – increases BRCA1 expression | AID 624202 | 380,000 compounds, 1.1% hits | Potency, µM (titrated, usually from 46.1 µM), inactives show at the top dose activation, most hits filed as activators | MCF7-BRCA1-FFLuc reporter, luminescence, 48 h; response scale: scaled: vehicle 0%, 10 µM genistein 100%; also: nearly all actives have a fitted effect of over 80% in size; some results filed as inactive show a strong effect at the top dose
#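 Compounds are tested at multiple concentrations on MCF7 BRCA1-luciferase reporter cells seeded at 2000 per well; after 48 h, a single luminescence end-point is taken and curves fitted to the normalized data.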
# Active calls of the source: *; ? = inconclusive; · = not tested or not shown; [ ] = another dose, or the depositor's remark. Unless noted, calls follow the shape of the dose curve; as a rule, active = well fitted curve in the direction sought with a large enough effect; inconclusive = small, poorly fitted or top-dose-only effect, or another doubt; inactive = no such curve, though single readings can be large; an effect the other way counts as inactive or inconclusive. Potency is read from the fitted curve at half-maximal effect. Random draw from the library; overall some 13% were active at least once.
SMILES,Rab9 prom act,uPA surface inh,p53 reactivation,RORgamma inh,FLuc modulator,ELG1 genotox,MBNL1 CUG block,NPC1 prom act,Gal4-VP16 FLuc,BRCA1 expr up
Cc1ccc(C)c(S(=O)(=O)N2CCN(C(=O)CNC(=O)c3ccc4ccccc4c3)CC2)c1,3%,-11%,-7%,·,-1%,-6%,·,-2%,·,-64%
Cc1cc2cc(CN(Cc3cccs3)S(=O)(=O)c3ccc4c(c3)OCCO4)c(=O)[nH]c2cc1C,-5%,5%,3%,-3%,1%,1%,-9%,-2%,-5%,-4%
COc1ccccc1NC(=O)COC(=O)CN1C(=O)C(=O)c2ccccc21,1%,-1%,-1%,1%,-2%,0%,13%,-2%,14%,-13%
CCN(CC(=O)Nc1c(F)cccc1F)C(=O)c1cc([N+](=O)[O-])ccc1N1CCCCC1,-2%,?,-6%,·,10%,-3%,·,1%,·,-72%
Fc1ccc(C2CCCCN2Cc2nc(CC3CC3)no2)cc1 (stereo not given),-8%,-1%,1%,6%,-2%,0%,-6%,1%,-1%,-3%
CC(C)c1nccn1S(=O)(=O)c1cccc([N+](=O)[O-])c1,3%,3%,-4%,-13%,-1%,-1%,?,-3%,-1%,3%
COc1cccc2sc(N(CCN(C)C)C(=O)c3ccc4c(c3)CCCC4)nc12,4%,-4%,14%,-10%,2%,-11%,1%,-3%,-5%,-9%
COC(CN1CCc2c(C)nc3c(C#N)cnn3c21)OC,3%,-4%,-5%,-9%,-2%,4%,-10%,-2%,4%,0%
Cc1ccc(C)c(NC(=O)CSc2nnc3n2CCCCC3)c1,-3%,-12%,-2%,32%,0%,0%,-6%,-3%,2%,-35%
Cc1cc(C)n(CC(=O)O)n1,0%,-6%,-5%,2%,3%,2%,-14%,-3%,-3%,0%
NC(=O)c1ccc(N2CCN(S(=O)(=O)c3cccs3)CC2)c([N+](=O)[O-])c1,·,?,-2%,·,·,1%,·,·,·,-19%
CC(=O)C1=C(c2ccccc2)NC(=O)NC1c1ccccc1 (stereo not given),-1%,9%,-3%,19%,-1%,-1%,-1%,-1%,4%,5%
COc1ccc(CCNS(=O)(=O)c2cn(C)cn2)cc1OC,0%,?,1%,-20%,2%,2%,-1%,2%,-4%,-19%
C=CCC[C@H](Cc1ccc(F)cc1)C(=O)OC[C@H](Cc1c[nH]c2ccccc12)NC(=O)[C@H](CC=C)CC(=O)NCCO,·,-8%,0%,·,·,-8%,·,·,·,-30%
COC(=O)c1ccc(C)c(NS(=O)(=O)c2ccc(OC)cc2)c1,-16%,-8%,8%,?,0%,?,-12%,-9%,-12%,?
Nc1ccc(C(=O)NCC(=O)O)cc1,1%,11%,5%,-41%,3%,-9%,·,0%,4%,0%
CCCc1nc(SCC(=O)N2CCc3ccccc32)c2c(C)c(C)sc2n1,-3%,·,-2%,9%,1%,0%,24%,-7%,1%,·
S=C(Nc1ccc(N2CCOCC2)cc1)Nc1ccc2snnc2c1,-8%,-4%,5%,-15%,-3%,3%,2%,-2%,12%,2%
Cc1cc(C)nc(SCC(=O)Nc2ncc(Cc3cccc(Cl)c3)s2)n1,0%,-1%,-8%,-39%,3%,-1%,-11%,0%,?,-29%
COc1cccc(OCC(O)CNC2CCCC2)c1 (stereo not given),-2%,1%,·,-4%,4%,2%,-2%,1%,8%,-14%
Cc1csc(Nc2ccc(Cl)cc2)[n+]1-c1ccc(Cl)cc1,-5%,0%,4%,-21%,-1%,-4%,2%,-1%,16%,-40%
CC1CCC(NC(=O)CCS(=O)(=O)c2ccc3c(c2)oc(=O)n3C)CC1 (stereo not given),1%,1%,2%,2%,0%,1%,-7%,-11%,4%,1%
Cc1cc(C)n(C(=O)CCNC(=O)c2ccccc2Br)n1,-2%,2%,-2%,1%,0%,-1%,-2%,1%,-3%,7%
Cc1cc2cc(CCNC(=O)C(=O)c3c[nH]c4ccccc34)c(=O)[nH]c2cc1C,-11%,6%,-2%,23%,6%,-9%,19%,1%,0%,-31%
COc1ccc(OC)c2sc(NC(=O)c3ccc(Cl)s3)nc12,-2%,-6%,-5%,2%,1%,2%,0%,2%,3%,-7%
COc1ccc2cc(-c3cccnc3)ncc2c1,?,?,30%,·,3.8µM*,?,·,2.2µM*,·,?
O=C(COC(=O)C1CCCO1)Nc1cccc(C(F)(F)F)c1 (stereo not given),2%,0%,-3%,-19%,-1%,-1%,2%,1%,-3%,6%
CCCN(CC(=O)Nc1ccc(F)c(F)c1F)CC(=O)Nc1c(Cl)cccc1Cl,-3%,-4%,-20%,?,4%,-7%,-12%,2%,-19%,-44%
O=C(/C=C/c1cccs1)Nc1cccnc1,2.8µM*,0%,?,15%,5.4µM*,?,·,?,-3%,11µM*
CCOc1ccc(CN(C)CC(=O)Nc2ccc([N+](=O)[O-])cc2Cl)cc1,0%,6%,-3%,31%,-1%,-4%,-8%,-3%,?,-32%
Cc1cc(N(CC(=O)NC2CC2)S(C)(=O)=O)ccc1Br,-19%,3%,-2%,-13%,2%,2%,-8%,-1%,-3%,11%
O=C(ON=C1CCN(S(=O)(=O)c2ccccc2)CC1)c1ccc(F)cc1,3%,0%,-4%,-8%,-15%,0%,5%,-4%,4%,6%
CCCCOc1cccc(C(=O)O)c1,14%,1%,12%,1%,-2%,-5%,0%,-3%,1%,-1%
CCCCn1c(N)c(N(CC)C(=O)C2CCC2)c(=O)[nH]c1=O,-1%,9%,8%,·,2%,-1%,·,-5%,·,-30%
Cc1ccc(C(=O)COC(=O)CCCC(=O)Nc2cc(C(F)(F)F)ccc2Cl)cc1C,-5%,-1%,-3%,-41%,2.4µM*,0%,·,-3%,-15%,-24%
COc1ccccc1NC(=O)CCc1nnc2ccc(N3CCC4(CC3)OCCO4)nn12,-1%,-6%,-7%,-81%,-1%,-2%,-4%,2%,?,14%
O=C1CC(O)(c2ccccc2)C(c2ccccc2)=C1c1ccccc1 (stereo not given),-3%,6%,?,8%,0%,-5%,?,-3%,-12%,-34%
CCc1cccc(NC(=S)N(CCOC)C(C)c2ccco2)c1 (stereo not given),2%,-1%,6%,-23%,1%,0%,-9%,-3%,-3%,-21%
CCOc1cc(S(=O)(=O)n2nc(C)cc2C)ccc1Br,-13%,0%,-1%,32%,-3%,0%,-7%,-5%,5%,-8%
Cc1csc(SCC(=O)NCCc2ccc(Cl)cc2Cl)n1,5%,4%,-9%,-1%,0%,-3%,-20%,-3%,-3%,-15%
Cn1cc(SCC(=O)N2CCN(c3ccccc3)CC2)c2ccccc21,2%,-7%,-4%,11%,3%,-7%,-1%,-1%,3%,-13%
CCn1nc(C(=O)Nc2ccc(N3CCOCC3)cc2)c2ccccc2c1=O,1%,-16%,-3%,·,-4%,16%,·,5%,·,-11%
O=C(CN1CCN(S(=O)(=O)c2ccccc2)CC1)Nc1ccccc1Cl,0%,12%,17%,5%,8%,-4%,0%,-5%,-4%,-29%
Cc1ccc(/C=N/NC(=O)Cn2nc(C)c(Br)c2C)o1,0%,-1%,-1%,-23%,3%,2%,14%,-2%,2%,5%[1.84 µM]
Clc1nccnc1N/N=C/c1ccc(Br)cc1,2µM*,?,·,4.5µM*,9.5µM*,?,?,2µM*,?,?
N#Cc1c(N)c(C(=O)c2ccccc2)n2c1CCC2,-3%,4%,1%,6%,-1%,1%,15%,1%,3%,4%
CCOC(=O)C1C(=O)NC(c2ccccc2)=NC1c1cccc(Br)c1 (stereo not given),2%,0%,-2%,11%,0%,1%,·,-2%,6%,-2%
Cc1ccc(C(=O)N[C@H](C(=O)OCC(=O)c2ccc[nH]2)C(C)C)cc1,-22%,-1%,-3%,15%,2%,2%,-12%,1%,-3%,-23%
Cc1noc(C)c1NC(=O)N(C)C[C@H]1Oc2c(NC(=O)Cc3ccccc3)cccc2C(=O)N([C@H](C)CO)C[C@@H]1C,·,10%,5%,·,·,3%,·,·,·,8%
COC(=O)CSc1nc2nc(C)c(Br)cc2[nH]1,-4%,10%,-4%,?,1%,0%,0%,1%,10%,0%
O=S(=O)(Nc1cccc(S(=O)(=O)N2CCCCC2)c1)c1ccccc1F,·,-3%,-2%,·,·,-5%,·,·,·,-27%
CCOC(=O)c1nnsc1-c1ccc(-c2snnc2C(=O)OCC)cc1,-9%,-12%,-3%,6%,0%,-1%,?,0%,-2%,1%
COc1ccc2c3n([n+]([O-])c2c1)CCN=C3c1ccc(C)cc1,9%,-19%,19%,·,?,9%,·,6%,·,15%
COC(=O)CSc1nnc(NC(=O)c2ccc3c(c2)OCO3)s1,?,?,25%,6.3µM*,0.54µM*,15µM*,-8%,26%,?,47%
CCOc1ccc(CCNC(=O)CSc2cc(=O)n(CC)c3ccccc23)cc1OCC,-2%,-2%,-7%,1%,6%,5%,·,-1%,1%,-3%

# Limited to Rab9 prom act, BRCA1 expr up and FLuc modulator, for two of the compounds above:
smiles	Rab9 prom act	BRCA1 expr up	FLuc modulator
CCCCOc1cccc(C(=O)O)c1	14%	-1%	-2%
CCCCn1c(N)c(N(CC)C(=O)C2CCC2)c(=O)[nH]c1=O	-1%	-30%	2%
